# IMPase inh – qHTS Assay for Identifying the Cell-Membrane Permeable IMPase Inhibitors; 120,000 tested, under 10 active; Inositol monophosphatase 1 (Rattus norvegicus), P97697; CHO-M1 cells, IP1 accumulation, HTRF TR-FRET ratio; inhibition (IP1 accumulation), % at 46.1 µM; active = well fitted curve in the direction sought with a large enough effect in the signal ratio, not every such curve was filed as active; inconclusive = small, poorly fitted or top-dose-only effect, or a change in a side signal; inactive = no such curve, though single readings can be large or run the other way; the % refers to the signal ratio;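 note: cells stimulated with carbachol in lithium chloride buffer; plate controls were DMSO basal wells for no effect and reference inhibitor wells for full effect; higher means more IMPase inhibition seen as more IP1 and lower FRET ratio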
# Target sequence (P97697 whole entry, looked up): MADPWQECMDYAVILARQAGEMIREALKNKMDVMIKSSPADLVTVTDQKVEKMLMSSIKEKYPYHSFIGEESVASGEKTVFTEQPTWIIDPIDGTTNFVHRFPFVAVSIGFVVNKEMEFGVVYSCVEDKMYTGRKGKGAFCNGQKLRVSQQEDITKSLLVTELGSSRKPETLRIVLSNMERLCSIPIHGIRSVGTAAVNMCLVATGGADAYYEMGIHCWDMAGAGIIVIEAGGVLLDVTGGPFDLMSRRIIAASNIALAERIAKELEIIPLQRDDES
#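 Seeded CHO-M1 cells were dosed with compound at up to 46 uM, stimulated with carbachol for 30 min, then lysed in IP-One detection reagents. Higher IP1 lowers the TR-FRET signal.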
# 12-hLO inh – qHTS Assay for Inhibitors of 12-hLO (12-human lipoxygenase) | Polyunsaturated fatty acid lipoxygenase ALOX12 (Homo sapiens), P18054 | purified 12-hLO, xylenol orange hydroperoxide absorbance | Potency, µM (highest dose often 57.1 µM), inactives show top-dose activity change, negative = inhibition, actives largely listed as inhibitors | 0.12% of 150,000 active | AID 1452, 2008; note: potency is the fitted concentration of half-maximal effect; nearly all actives have a fitted effect of over 55% in size; many of its hits are not listed in these tables
#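 Purified human 12hLO (150 nM), preincubated 15 min with compound, then 40 uM arachidonic acid for 30 min, room temperature, Hepes pH 7.0 with 0.01% Triton X-100. Hydroperoxide detected by ferrous iron/xylenol orange; 573/405 nm absorbance ratio gives reaction progress.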
# ALOX15B inhib – qHTS Assay for Inhibitors of 15-hLO-2 (15-human lipoxygenase 2) | Polyunsaturated fatty acid lipoxygenase ALOX15B (Homo sapiens), O15296 | purified 15hLO-2, xylenol orange hydroperoxide absorbance | Potency, µM (top dose mostly 57.1 µM), for inactives: top-dose activity change, negative = inhibition, actives largely listed as inhibitors | 0.56% of 110,000 active | AID 881, 2007; note: potency is the fitted concentration of half-maximal effect; nearly all actives have a fitted effect of over 60% in size; many of its hits are not listed in these tables
# Target sequence (O15296 whole entry, looked up): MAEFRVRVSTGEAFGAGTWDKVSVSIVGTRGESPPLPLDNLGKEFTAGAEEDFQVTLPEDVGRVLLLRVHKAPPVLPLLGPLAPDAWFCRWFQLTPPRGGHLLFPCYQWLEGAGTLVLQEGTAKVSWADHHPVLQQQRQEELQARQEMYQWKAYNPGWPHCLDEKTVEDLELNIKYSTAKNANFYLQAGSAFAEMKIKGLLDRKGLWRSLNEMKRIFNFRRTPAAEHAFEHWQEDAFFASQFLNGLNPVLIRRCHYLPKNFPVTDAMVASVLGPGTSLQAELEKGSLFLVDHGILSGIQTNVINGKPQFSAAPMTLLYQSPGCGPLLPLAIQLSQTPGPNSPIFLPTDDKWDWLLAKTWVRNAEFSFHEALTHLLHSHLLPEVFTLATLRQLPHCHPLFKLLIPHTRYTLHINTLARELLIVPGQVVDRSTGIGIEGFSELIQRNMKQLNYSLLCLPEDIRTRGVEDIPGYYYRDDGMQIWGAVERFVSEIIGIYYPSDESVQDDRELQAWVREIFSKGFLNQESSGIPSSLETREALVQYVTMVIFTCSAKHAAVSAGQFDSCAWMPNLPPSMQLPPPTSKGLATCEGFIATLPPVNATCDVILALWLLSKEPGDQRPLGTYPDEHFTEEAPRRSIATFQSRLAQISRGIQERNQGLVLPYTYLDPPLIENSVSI
#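 Screening format was qHTS against 50 nM purified 15hLO-2 in Hepes pH 7.5 with detergent. Activity follows hydroperoxide formation from 45 uM arachidonic acid, measured as 573:405 nm absorbance ratio of the ferric-xylenol orange complex.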
# PNC inhibitor – High Content Assay for Compounds that inhibit the Assembly of the Perinucleolar Compartment; PC3M PTB-GFP, PNC prevalence imaging, 16 h; stronger effect = lower value; activity change (PNC), negative = inhibition, % at 10 µM; 3.1% of 140,000 active;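 active = readout at or below -70, meaning at least 70% loss of cells showing the perinucleolar compartment, a nuclear body marking cancer cells; inconclusive = readout between -30 and a set limit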;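 note: plate controls were DMSO wells for no effect and camptothecin positive control wells for full effect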
#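 Compounds are pinned in duplicate onto adhered PC3M cells stably expressing GFP-tagged PTB and incubated 16 h at 37 C. Cells are then fixed, nuclei stained with Hoechst, and PNC-positive cells counted.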
# * hit, by the source's call; ? = inconclusive; . = not tested or not shown; [ ] = another dose, or the depositor's remark. Unless noted, calls come from the whole dose curve; as a rule, active = well fitted curve in the direction sought with a large enough effect; inconclusive = small, poorly fitted or top-dose-only effect, or another doubt; inactive = no such curve, though single readings can be large; an effect the other way counts as inactive or inconclusive. Unless noted, % is set by controls: 0 for no effect and ±100 for the full control effect. An unsorted share of the library; 3.1% or so of the library scored in one or more.
smiles	IMPase inh	12-hLO inh	ALOX15B inhib	PNC inhibitor
COC(=O)CN1C(=O)N(c2ccccc2)C(N(O)C(=O)Nc2ccccc2)C1(C)C (stereo not drawn)	2.4	0.3%	-8.4%	?
O=C(O)c1cc(O)c2c(c1)[C@H]([C@H]1c3cc(C(=O)O)cc(O)c3C(=O)c3c(O[C@@H]4OC(CO)C(O)C(O)C4O)cccc31)c1cccc(O[C@@H]3OC(CO)C(O)C(O)C3O)c1C2=O (stereo partly drawn)	.	-3.1%	10µM*	.
O=C(NC1CC1)c1nc2c(nnn2Cc2ccccc2Cl)c(=O)[nH]1	-1.0	2.6%	.	?
Cc1nc(N)sc1C(=O)N/N=C/c1ccco1	.	-1.5%	.	-9.4
CC(C)CCNC(=O)C(C)N(C(=O)Cn1nnc(-c2ccc(F)cc2)n1)C1CCCC1 (stereo not drawn)	9.4	2.6%	4.7%	24.7
Cc1oc(C(C)(C)C)c(CN2CCCC2)c1C(=O)O	-2.9	3.9%	-6.3%	?
O=C(NC(=S)Nc1cc([N+](=O)[O-])ccc1Cl)c1ccccc1	3.3	-2.4%	-25.6%	16.6
O=C(c1cc(-c2ccco2)on1)N1CCN(c2ccccc2)CC1	6.4	-7.7%	-16.8%	4.8
COc1ccccc1CNC(=O)c1cccc(-c2ccc(C)c3ccccc23)n1	.	-2.5%[0.00818 µM]	2.0%[0.0915 µM]	?
Cc1ccc2oc(-c3ccc(C)c(NC(=S)NC(=O)c4cccs4)c3)nc2c1	-11.4	1.5%	.	3.3
CN1CCN(C(=O)CCNC(=O)Cn2ccc3ccccc3c2=O)CC1	-5.0	-1.2%	-0.7%	22.3
COc1ccccc1-c1nn2c(-c3ccccc3Cl)nnc2s1	-4.2	-0.8%	-4.1%	-25.1
CCOC(=O)C1CSC(CC(=O)Nc2ccc(OCC)cc2)C(=O)N1 (stereo not drawn)	-2.1[0.369 µM]	2.8%	.	?
CCOc1ccccc1NC(=O)CSc1nnnn1-c1ccc(C(=O)OC)cc1	1.4	-6.3%	-9.2%	?
O=C1CCCCCN1Cc1ccccc1	3.4	-3.7%	-7.4%	-13.5
Cc1sc(NC(=O)c2cccs2)c(C(N)=O)c1C	4.1	-17.9%	-20.4%	-26.2
CCn1c(SCC(=O)Nc2ccc(OC)cc2)nnc1-c1ccco1	-2.1	3.5%	.	-10.4
COc1ccc(Br)cc1C(=O)Nc1ccc(N2CCN(S(C)(=O)=O)CC2)cc1	12.2	-4.4%	2.6%	0.6
CCCCCCNS(=O)(=O)c1nc2nc(C)cc(C)n2n1	-11.6	2.8%	-1.3%	-14.5
Cc1cc(=O)[nH]c(N/N=C/c2ccc(Br)s2)n1	.	5.7%	.	24.4
CCn1nnnc1SCC(=O)c1ccc(C)cc1	2.4	-0.8%	.	?
CN(C)Cc1ccccc1-c1ccc2ncnc(NC3CC3)c2c1	.	4.0%	25.3%	.
CCc1ccc(N(C(=O)C(F)(F)F)C(C(=O)NC2CCCCC2)c2ccncc2)cc1 (stereo not drawn)	3.7[1.84 µM]	1.9%	3.7%[11.4 µM]	?
Cc1nc2c3ccccc3n(CC#N)c(=O)n2n1	3.9	-1.6%	1.2%	-16.3
Cc1ccc(NC(=O)CNc2ccc(Cl)cc2F)cc1	-2.7	-6.7%	.	?
C/C(NC(=O)c1cccs1)=C1\C(=O)C[C@@H]2[C@H]1C2(C)C	7.1	0.0%	-1.9%	-20.6
Clc1ccc2nc(-c3ccccn3)c(Nc3ccc4c(c3)OCO4)n2c1	5.2	2.3%	.	1.6
Cn1cccc1Cc1nnc(SCC(=O)Nc2ccc(F)cc2)n1-c1ccc(F)cc1	7.3	-5.8%	.	-16.4
COc1ccc(NC(=O)c2cccnc2Nc2ccc(OC)cc2)cc1	9.8	-1.6%	2.1%	19.1
CCOC(=O)C1CCCN(C(=O)c2cn(CC)c3ccc(S(=O)(=O)N4CCCC4)cc3c2=O)C1 (stereo not drawn)	-6.3	1.3%	-1.8%	19.8
COCCCNC(=O)CS(=O)(=O)Cc1nc(-c2ccccc2C)oc1C	?	3.4%	-1.3%	22.4
CONC(=O)Nc1ccccc1[N+](=O)[O-]	4.2	2.9%	.	62.4
COc1ccc(N(C2CSC2)S(=O)(=O)c2ccccc2)cc1	7.9	-1.8%	3.8%	?
CC(=O)c1cc(-c2nc3ccccc3n2C)n(C)c1	-13.3	-0.7%	-2.5%	-8.8
Cc1cccc(S(=O)(=O)Nc2ccc(-c3nc4ccc(C)cc4s3)cc2)c1	.	-0.6%	.	17.3
Cc1noc(C)c1CSc1ccccc1C(=O)N1CCN(c2ccccc2)CC1	13.6	0.4%	.	-100.0*
CN1CCN(C(=O)c2ccc3c(c2)OCCO3)CC1	-8.1	1.8%	.	10.0
COC(=O)C1=C(C)N(Cc2cccnc2)C(=O)C1	0.5	5.0%	.	38.0
Cc1cc(NC(=O)COC(=O)[C@H](Cc2c[nH]c3ccccc23)NC(=O)c2ccc(F)cc2)no1	4.7	-1.8%	4.0%	?
CN(C)S(=O)(=O)c1cccc(C(=O)N2CCc3ccccc32)c1	4.9	2.9%	-2.3%	35.6
CN(C)c1ccc(/C=C2/C(=O)Nc3ccccc32)cc1	21.6	-4.5%	0.1%	.
O=C(O)[C@@H](c1ccccc1)N1Cc2ccccc2C1=O	0.3	-23.3%	-20.9%	-13.6
Cc1ccc(OC(C)C(=O)N2CCc3ccccc32)cc1 (stereo not drawn)	3.0	-12.4%	-0.7%	-26.4
COc1ccc(N(C(=O)c2cccc([N+](=O)[O-])c2)S(=O)(=O)c2ccc3c(c2)n(C)c(=O)n3C)cc1	0.9	-4.1%	-5.9%	-20.3
COc1ccc(Nc2nc(C)c3ccccc3n2)cc1	11.8	4.5%	25.1%	?
Cn1c(=O)n(CC(N)=O)c2ccccc21	-6.4	5.7%	-0.8%	27.7
O=C(O/N=C\c1ccc(N2CCCCC2)c([N+](=O)[O-])c1)c1cccc(C(F)(F)F)c1	-13.0	6.6%	-7.9%	?
C=CCOC(=O)C1=C(C)NC(=O)NC1c1cn(-c2ccccc2)nc1-c1cccs1 (stereo not drawn)	4.3	-1.1%	12.6%	-4.0
COc1cc(OC)c(C(C)=O)c(O)c1C	.	-3.3%	-0.9%	.
COC(=O)C(NC(=O)C(CC(C)C)NC(=O)C1CCC(C)CC1)C(C)C (stereo not drawn)	2.6	1.3%	0.3%	-25.7

# 3 entries out of the list above, arranged by their value in PNC inhibitor, low to high:
Structure,PNC inhibitor
Cc1ccc(OC(C)C(=O)N2CCc3ccccc32)cc1 (stereo not drawn),-26.4
COc1ccc(N(C(=O)c2cccc([N+](=O)[O-])c2)S(=O)(=O)c2ccc3c(c2)n(C)c(=O)n3C)cc1,-20.3
Cn1c(=O)n(CC(N)=O)c2ccccc21,27.7

# Next part
smiles	IMPase inh	12-hLO inh	ALOX15B inhib	PNC inhibitor
OCCNCc1cc(Br)ccc1OCc1ccccc1	-8.2	8.9%	.	?
O=c1cc(CNc2ccc(Br)cc2)nc2sccn12	.	-4.0%	.	-20.6
O=C(NCc1ccccc1)c1ccco1	1.3	-2.9%	.	19.3
O=C(O)c1ccc(C2CCCCC2)cn1	0.3	-17.8%	35.9%[activator]	?
COC(=O)Cn1c2ccc(OC)cc2c2nc3ccccc3nc21	-7.5	-9.1%	0.9%	-25.6
Cc1cccc(OC(=O)c2cn(C)nc2C(F)(F)F)c1C	1.8	-11.9%	8.3%	-6.2
S=c1sc2c(N3CCOCC3)ncnc2n1-c1ccccc1	0.3	-1.7%	-8.6%	-9.7
CC1(C)C(=O)C(c2ccccc2)=C2CN3C(=O)N(CCc4ccccc4)C(=O)C3(Cc3ccc(F)cc3)C=C21 (stereo not drawn)	.	-0.9%	-3.2%	.
O=C(COC(=O)C12CC3CC(CC(C3)C1)C2)Nc1ncc(Cl)cc1Cl	?	-1.9%	-14.2%	-88.4*
CCN(/N=C/c1cccs1)c1cc(=O)n(C)c(=O)[nH]1	.	-0.6%	.	?
O=C(Nc1ccccc1)Nc1nnc(/C=C/c2ccccc2Cl)s1	-4.8	4.0%	.	4.2
COc1cccc(N(CC(=O)Nc2ccc3c(c2)OCO3)S(=O)(=O)c2ccccc2)c1	5.3	-5.4%	-4.7%	-15.8
COc1ccc(CC(=O)Nc2nnc(C)s2)cc1	?	0.6%	-5.3%	0.8
Cc1ccccc1NC(=O)Cc1nnc(SCc2ccc(Cl)c(Cl)c2)n1C	-4.8	1.8%	1.1%	?
COC(=O)/C=C1/N/C(=N\c2nc(C)cc(C)n2)N(c2ccc(Cl)cc2)C1=O	.	-2.2%	.	0.2
CC(=O)c1cccc(NC(=O)C2CCCC2)c1	-4.1	-2.9%	2.9%	-1.9
Cc1cccc(C2=NN(c3ccccc3)[C@@H](C(=O)N3CCOC3=O)[C@@H]2c2ccc(Cl)cc2)c1	.	-2.9%[0.00818 µM]	-4.5%[0.0915 µM]	.
COc1ccc(C2=NOC(C(=O)N3CCCCCC3)C2)cc1OC (stereo not drawn)	?	-3.5%	0.8%	7.5
CN(CCCNC(=O)c1cn(C)c2ccc(S(=O)(=O)N(C)C)cc2c1=O)c1ccccc1	9.3	-2.4%	.	?
COC(=O)c1ccc(CSc2nc(C(F)(F)F)c3c(c2C#N)CCC3)o1	3.1	-5.8%	-12.4%	67.4

# Among those listed so far, these have a cyano group:
smiles	IMPase inh	12-hLO inh	ALOX15B inhib	PNC inhibitor
Cc1nc2c3ccccc3n(CC#N)c(=O)n2n1	3.9	-1.6%	1.2%	-16.3
COC(=O)c1ccc(CSc2nc(C(F)(F)F)c3c(c2C#N)CCC3)o1	3.1	-5.8%	-12.4%	67.4

# The listing continues:
smiles	IMPase inh	12-hLO inh	ALOX15B inhib	PNC inhibitor
COC(=O)c1c(C)oc2ccc(N(C(=O)Oc3ccccc3)S(=O)(=O)c3ccccc3)cc12	1.6	-0.2%	.	-10.2
Cc1ccc(NC(=O)C(=O)NCCN2CCN(C(=S)Nc3ccccc3)CC2)cc1	.	-1.2%	.	?
CCCCOC(=O)C1=C(C)Nc2ncnn2C1c1cc(OC)ccc1OC (stereo not drawn)	3.6	1.8%	28.9%	-10.2
CN=c1scc(C)n1/N=C/c1ccc(O)cc1O	12.0	-2.3%	-18.9%	56.0
CN(C)CCNC(=O)C12CC3(C)CC(C)(CC(C)(C3)C1)C2	-4.0	9.2%	27.8%	31.8
O=C(Nc1ccc2c(c1)OCO2)C1CCN(S(=O)(=O)c2ccc3c(c2)OCCO3)CC1	3.5	-7.7%	-13.9%	-12.8
CCN1CCCC1CNC(=O)C1CCN(Cc2nc(-c3cccc(Br)c3)oc2C)CC1 (stereo not drawn)	?	7.4%	61.0%[activator]	?
CCOC(=O)c1cnc(-c2ccccc2)nc1Oc1ccc(Cl)c(Cl)c1	-9.1	4.0%	-2.0%	10.6
CCOC(=O)C1CCN(S(=O)(=O)c2cccc(-c3cn4cccc(C)c4n3)c2)CC1	5.3	-1.2%	15.7%	10.5
CCN(CC)S(=O)(=O)c1ccc2oc(SCC(=O)NCc3ccccc3)nc2c1	-8.7	-2.0%	-0.6%	-22.2
CCOC(=O)c1cnn(-c2c(Cc3ccccc3)c(C)nc3c(-c4ccccc4)c(C)nn23)c1N	5.2	1.4%	0.8%	-27.5
Cc1ccccc1NS(=O)(=O)c1cc(C(=O)Nc2ccccc2-c2ccccc2)ccc1Cl	-3.8	0.0%	-6.9%	-21.7
